# JMJD2A Tudor inh: inhibitors of human JMJD2A Tudor domain | AlphaScreen JMJD2A-Tudor / H3K4me3 peptide binding | Potency, µM (highest dose often 114 µM), for inactives: at the top dose activity change, negative = inhibition, hits mostly inhibitors | hit rate 4.4% among 390,000; note: % is set by controls: 0 for no effect and ±100 for the full control effect; nearly all actives have a fitted effect of over 50% in size
# POLK inh: inhibitors of human DNA polymerase kappa. Q9UBT6. purified Pol kappa, fluorescent DNA synthesis assay, 10 min. Potency, µM (series often up to 107 µM), for inactives: at the highest dose activity, negative = inhibition, most hits filed as inhibitors. hit rate 0.53% among 400,000. AID 588579; note: % is set by controls: 0 for no effect and ±100 for the full control effect
# Target sequence (Q9UBT6 whole entry, looked up): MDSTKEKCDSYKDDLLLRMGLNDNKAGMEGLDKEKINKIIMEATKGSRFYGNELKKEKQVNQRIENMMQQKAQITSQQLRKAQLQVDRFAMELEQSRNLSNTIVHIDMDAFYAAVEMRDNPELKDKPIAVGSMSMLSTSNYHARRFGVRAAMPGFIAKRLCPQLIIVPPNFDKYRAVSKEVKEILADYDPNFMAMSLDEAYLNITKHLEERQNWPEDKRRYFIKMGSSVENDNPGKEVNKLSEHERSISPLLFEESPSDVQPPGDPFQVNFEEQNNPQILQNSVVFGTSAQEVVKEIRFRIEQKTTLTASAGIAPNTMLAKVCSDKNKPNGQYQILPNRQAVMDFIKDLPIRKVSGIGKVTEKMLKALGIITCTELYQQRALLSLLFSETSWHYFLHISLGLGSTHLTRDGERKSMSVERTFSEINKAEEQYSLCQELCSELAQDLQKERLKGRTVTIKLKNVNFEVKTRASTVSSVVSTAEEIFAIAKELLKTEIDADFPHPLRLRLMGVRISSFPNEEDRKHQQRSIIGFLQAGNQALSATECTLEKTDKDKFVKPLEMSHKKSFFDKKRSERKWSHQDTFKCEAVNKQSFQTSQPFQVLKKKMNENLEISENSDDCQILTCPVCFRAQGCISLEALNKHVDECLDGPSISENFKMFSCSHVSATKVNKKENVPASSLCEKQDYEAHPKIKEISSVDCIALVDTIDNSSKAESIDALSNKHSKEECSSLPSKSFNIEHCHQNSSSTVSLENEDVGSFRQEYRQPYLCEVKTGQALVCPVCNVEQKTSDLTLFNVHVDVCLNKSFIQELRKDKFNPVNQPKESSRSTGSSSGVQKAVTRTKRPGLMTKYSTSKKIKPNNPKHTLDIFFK
#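 Readout: fluorescence, taken kinetically at 0 and 10 min. Conditions: 10 nM Pol kappa, 15 min RT compound preincubation, 50 nM substrate final. Controls: enzyme-free buffer wells.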
# POLB inh: blocks human DNA polymerase beta activity. P06746. Pol beta primer extension/strand displacement, fluorescence kinetic. Potency, µM (top dose mostly 114 µM), for the others: top-dose activity change, negative = inhibition, most hits filed as inhibitors. hit rate 1.3% among 340,000. AID 485314; note: % is set by controls: 0 for no effect and ±100 for the full control effect
#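 Pol beta (10 nM) was preincubated with compound for 15 min at room temperature. The reaction was then started with 50 nM substrate and read immediately and after a further 10 min at room temperature.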
# APE1 inh: APE1 (human) endonuclease inhibition; recombinant APE1, TAMRA/BHQ-2 abasic DNA cleavage fluorescence; Potency, µM (titrated, usually from 65.8 µM), without a hit: at the highest dose activity change, negative = inhibition, usual class: inhibitors; hit rate 0.35% among 350,000;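 note: plate controls were vehicle for no effect and reference inhibitor for full effect; nearly all actives have a fitted effect of over 55% in size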
#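 Compound pre-exposure to 0.75 nM APE1, 15 min at ambient temperature. Reaction initiated with 50 nM TAMRA/BHQ-2 THF substrate, read immediately in kinetic mode, 525 nm excitation, 598 nm emission.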
# G9a inh: blocks human histone lysine methyltransferase G9a | Q96KQ7 | Potency, µM (series often up to 102 µM), inactives show at the top dose activity, negative = inhibition, most hits filed as inhibitors | hit rate 8.8% among 350,000 | G9a H3K9 monomethylation, AlphaScreen, 2 h; note: % is set by controls: 0 for no effect and ±100 for the full control effect; nearly all actives have a fitted effect of over 75% in size
#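 Methyltransferase reactions run at room temperature for 2 h (20 nM enzyme, 500 nM biotin-H3K9 peptide, 20 uM SAM) after a 15 min compound preincubation; product detected by AlphaScreen beads and anti-H3K9me1 antibody.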
# BAZ2B block: BAZ2B (human) inhibition; AlphaScreen BAZ2B-H3K14Ac peptide displacement; Potency, µM (highest dose often 114 µM), for the others: at the highest dose activity change, negative = inhibition, actives largely listed as inhibitors; hit rate 4.4% among 360,000; AID 504333; note: % is set by controls: 0 for no effect and ±100 for the full control effect; nearly all actives have a fitted effect of over 60% in size
#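 AlphaScreen displacement: compounds (up to 110uM) incubated 30 min at room temperature with a preformed 50 nM BAZ2B/50 nM biotinylated H3K14Ac peptide complex in PBS pH 7.4 with Tween-20. Donor and acceptor beads at 10 ug/mL final added, 20 min light-protected before reading.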
# Pol eta inh: DNA polymerase eta (human) inhibition; Q9Y253; recombinant Pol eta, fluorescent DNA replication assay; Potency, µM (highest dose often 114 µM), for inactives: at the top dose activity change, negative = inhibition, hits mostly inhibitors; hit rate 1.2% among 390,000; note: % is set by controls: 0 for no effect and ±100 for the full control effect
#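 Pol eta at 10 nM preincubated with compounds 15 min at room temperature; reaction started with fluorescent substrate (50 nM final) and read kinetically at 0 and 10 min.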
# BLM helicase inh: blocks DNA unwinding by human BLM helicase | P54132 | recombinant BLM DNA unwinding, fluorescence dequenching | Potency, µM (titrated, usually from 56.1 µM), without a hit: at the top dose activity change, negative = inhibition, hits mostly inhibitors | hit rate 0.2% among 350,000 | AID 2528;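 note: plate controls were vehicle for no effect and no enzyme for full effect; nearly all actives have a fitted effect of over 35% in size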
# Pol iota inh: blocks human DNA polymerase iota activity; AID 588590; Pol iota fluorescent replication assay, 10 min; Potency, µM (titrated, usually from 115 µM), for the others: at the highest dose activity, negative = inhibition, usual class: inhibitors; hit rate 1% among 390,000; Q9UNA4
#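 Fluorescent replication assay read twice, at 0 min and 10 min after adding 50 nM (final) substrate. Enzyme (10 nM) and compounds were first incubated 15 min at room temperature; enzyme-free buffer wells were negative controls.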
# * = called active by the depositor; ? = inconclusive; . = no result given; & = joins results of further samples; [ ] = another dose, or the depositor's remark. Calls come from the whole dose curve; as a rule, active = well fitted curve in the direction sought with a large enough effect; inconclusive = small, poorly fitted or top-dose-only effect, or another doubt; inactive = no such curve, though single readings can be large; an effect the other way counts as inactive or inconclusive. Potency is the fitted concentration of half-maximal effect.
SMILES,JMJD2A Tudor inh,POLK inh,POLB inh,APE1 inh,G9a inh,BAZ2B block,Pol eta inh,BLM helicase inh,Pol iota inh
CCCc1cc(C(=O)NCc2cccnc2)no1,-12.5%,-8.8%,36.0%,-3.1%,0.2%,12.5%,-16.7%,0.1%,27.9%
CCN(c1ccccc1)S(=O)(=O)c1ccc(C(=O)N2CC(C)CC(C)C2)cc1 (stereo unspecified),0.7%,-8.6%,.,15.2%,-2.1%,?,-20.6%,.,29.1%
Cc1cccc(CN2CCC(n3nccc3NC(=O)CCCc3ccccc3)CC2)n1,-5.5%,-26.0%,14.2%,8.1%,9.0%,0.7%,-3.9%,-5.6%,-9.7%
COc1ccc(NC(=O)c2nc3ccccc3s2)cc1,7.7%,-16.9%,-1.9%,7.4%,8.5%,13.2%,-0.5%,-6.2%,-15.7%
COc1ccc(C(=O)NN2C(=O)C3C(c4ccccc4)C=CC(c4ccccc4)C3C2=O)cc1 (stereo unspecified),-4.3%,-10.8%,-4.2%,-6.3%,17.1%[59 µM],-4.0%,-20.7%,-9.2%,?
CCC(C)NC(=O)c1cnn2c(C)c3c(nc12)CCCC3 (stereo unspecified),-14.1%,-1.4%,13.8%,-0.9%,-10.4%,-4.7%,-5.3%,-2.4%,8.1%
CC1CN(C(=S)Nc2cccc([N+](=O)[O-])c2)CC(C)O1 (stereo unspecified),-8.2%,-1.8%,0.0%,46.7%,?,12.2%,-18.4%,-8.0%,19.1%
Cc1cc(C)c2nc(C)cc(Nc3ccc(C(=O)N4CCOCC4)cc3)c2c1,-9.1%,2.4%,-1.2%,-0.7%,1.1%,-0.9%,4.7%,63.4%[activator],11.9%
O=C(Nc1ccc(OCC(=O)N2CCOCC2)cc1)Nc1cccc(Cl)c1,-19.7%,-3.4%,34.0%[activator],-3.1%,?,-1.0%,?,-4.9%,195.5%[activator]
Cc1ccc2nc(NC(=O)c3cccs3)sc2c1,-1.9%,12.7%,25.5%,0.4%,7.9%,19.5%,3.1%,1.0%,-25.2%
CCCCc1nc2ccccc2c(C(=O)O)c1C,-23.1%,-17.0%,4.3%,1.8%,-18.1%,7.2%,4.7%,2.6%,10.2%
CC(C)(C)NC(=O)c1ccc2c(c1)N(CC(=O)N1CCN(c3ccc(F)cc3)CC1)C(=O)C(C)(C)O2,-22.2%,-3.3%,-0.1%,0.3%,4.9%,-0.2%,-20.9%,-3.4%,3.0%

# Full records, looked up by structure. Screens in order: JMJD2A Tudor inh, POLK inh, POLB inh, APE1 inh, G9a inh, BAZ2B block, Pol eta inh, BLM helicase inh, Pol iota inh
# CCN(c1ccccc1)S(=O)(=O)c1ccc(C(=O)N2CC(C)CC(C)C2)cc1 (stereo unspecified) in the list: 0.7%, -8.6%, ., 15.2%, -2.1%, ?, -20.6%, ., 29.1%
# CC(C)(C)NC(=O)c1ccc2c(c1)N(CC(=O)N1CCN(c3ccc(F)cc3)CC1)C(=O)C(C)(C)O2 in the list: -22.2%, -3.3%, -0.1%, 0.3%, 4.9%, -0.2%, -20.9%, -3.4%, 3.0%
# Cc1cccc(CN2CCC(n3nccc3NC(=O)CCCc3ccccc3)CC2)n1 in the list: -5.5%, -26.0%, 14.2%, 8.1%, 9.0%, 0.7%, -3.9%, -5.6%, -9.7%
# CCC(C)NC(=O)c1cnn2c(C)c3c(nc12)CCCC3 (stereo unspecified) in the list: -14.1%, -1.4%, 13.8%, -0.9%, -10.4%, -4.7%, -5.3%, -2.4%, 8.1%

# The list continues:
SMILES,JMJD2A Tudor inh,POLK inh,POLB inh,APE1 inh,G9a inh,BAZ2B block,Pol eta inh,BLM helicase inh,Pol iota inh
CCc1cccc2c3c([nH]c12)C(CC)(CC(=O)O)OCC3 (stereo unspecified),-7.9%,-5.9%[60.1 µM],-0.5%,8.6%,1.8%[59 µM],-6.2%,-2.7%,-7.4%&5.0%,5.4%
Cn1cc(CN2CCC(n3nccc3NC(=O)CCOc3ccccc3)CC2)cn1,-10.9%,-18.3%,-0.5%,-2.0%,23.3%,3.9%[57.1 µM],1.4%,-0.7%,28.5%
Cc1ccc(S(=O)(=O)NCC(=O)OCC(=O)NCCc2ccccc2)cc1,-3.4%,-13.9%,.,28.2%,-53.7%,-5.6%,-20.7%,.,-2.1%
COCCCNC(=S)N1CCC(NC(=O)c2ccco2)CC1,-10.0%,-2.4%,19.7%,-1.3%,9.7%,-13.0%,-14.3%,-2.3%,103.0%[activator]
CCc1ccc(OCC(=O)Nc2ccc(S(=O)(=O)Nc3cc(C)on3)cc2)c(Br)c1,-24.3%,-11.7%,2.2%,-14.2%,?,-13.7%,-3.7%,-1.6%,-13.8%
CC1CN(C(=S)NC(=O)c2cccc([N+](=O)[O-])c2)CC(C)O1 (stereo unspecified),?,2.1%,20.5%,-1.4%,14.1µM*,-25.7%,1.9%,1.0%,6.2%
CNC(=O)c1c(NC(=O)c2ccco2)sc2c1CCCC2,4.8%,-10.1%,0.9%,6.6%,.,-5.7%,-11.0%,-5.0%,13.1%
c1ccc(-c2nnc(-c3ccncc3)o2)cc1,1.7%,0.5%,-2.9%,1.6%,-0.9%[59 µM],9.6%,-2.7%,-3.4%,-6.0%
CCCOc1ccc(CN(C(=O)c2nc(SC(C)C)ncc2Cl)C2CCS(=O)(=O)C2)cc1 (stereo unspecified),?,-9.0%,?,.,-5.9%[59 µM],-25.3%,-22.8%,-11.5%,-11.2%
CCc1cccc(NC(=O)Cn2c(=O)n(-c3cccc(Cl)c3)c(=O)c3c2c2cc(C)ccc2n3C)c1,-3.8%,1.8%,15.1%,.,6.4%[59 µM],3.3%,-15.9%,3.5%,25.7%
O=C(CN1C(=O)c2ccccc2C1=O)OCC(=O)c1ccc(F)cc1,-20.7%,-5.6%,.,3.5%,50.1µM*,5.2%,-2.2%,.,19.2%
S=C(NCc1ccco1)N1CCN(c2ccc(Cl)cc2)CC1,-18.9%,-7.2%,31.1%,2.3%,?,-29.0%,-4.1%,-8.7%,-7.2%

# Limited to POLK inh (two entries from above):
Compound,POLK inh
CCC(C)NC(=O)c1cnn2c(C)c3c(nc12)CCCC3 (stereo unspecified),-1.4%
CC1CN(C(=S)Nc2cccc([N+](=O)[O-])c2)CC(C)O1 (stereo unspecified),-1.8%

# The listing continues:
SMILES,JMJD2A Tudor inh,POLK inh,POLB inh,APE1 inh,G9a inh,BAZ2B block,Pol eta inh,BLM helicase inh,Pol iota inh
O=C(Nc1cccnc1)C12CC3CC(CC(C3)C1)C2,-14.3%,0.0%,-10.3%,-0.1%,-2.6%,-11.2%,-5.4%,-4.5%,131.2%[activator]
NNC(=O)COc1ccccc1F,0.0%,-9.8%,43.2%,4.5%,-3.5%[59 µM],4.8%,-20.7%,-1.7%,-5.8%
Cc1ccccc1NC(=O)Cc1nc(COC(=O)c2cc(Cl)ccc2O)cs1,-2.1%,0.3%,-19.4%,4.1%,15.1%,-4.7%,-19.4%,-0.7%,-7.8%
O=C(COc1coc(CN2CCN(c3ccccc3F)CC2)cc1=O)N1CCc2ccccc21,-24.3%,-1.5%,.,-16.8%,?,13.3%,-3.5%,.,19.1%
CC(Sc1ncccn1)C(=O)NC1CCCC1 (stereo unspecified),-2.8%,-16.2%,.,-7.7%,-14.7%[59 µM],-1.9%,-10.9%,.,4.5%
O=c1c2cc(N3CCOCC3)ccc2[nH]c(=S)n1CC1CCCO1 (stereo unspecified),-29.1%,1.5%,0.3%,-3.5%,?,0.3%,-3.6%,-2.3%,6.9%
CCC(C(=O)NCc1ccccc1Cl)n1nc(C)c2sc3ccccc3c2c1=O (stereo unspecified),-16.9%,-11.9%,5.3%,.,1.3%[59 µM],-5.5%,-8.9%,-4.4%,-8.4%
S=C(Nc1ccc(Cl)cc1Cl)Nc1ccccc1Oc1ccccc1,1.3%,-4.1%,-5.0%,-2.0%,-11.0%[12.7 µM],4.7%,-16.9%,-13.0%,2.1%
CCC12CN3CCN(CC(C3)/C1=N\NC(=O)c1ccc(F)cc1)C2,?,-20.7%,-7.3%,6.6%,31.1%[59 µM],-10.8%,-4.1%,-0.8%,16.6%
CC(=O)O[C@H]1CSC[C@H]1NC(=O)c1ccccc1,-17.8%,8.7%,-0.7%,4.8%,9.7%[59 µM],-0.4%,-11.0%,-4.4%,-0.3%
CCOc1ccc(N2CC(NC(=O)c3ccco3)CC2=O)cc1 (stereo unspecified),4.2%,-4.8%[60.1 µM],19.9%,.,21.2%[59 µM],4.2%,-2.8%,0.0%,26.8%
CC(=O)Nc1nc2ccccc2n1Cc1ccccc1C,-12.9%,2.3%,11.3%,17.9%,58.5%[activator][59 µM],-9.5%,-8.2%,4.0%,-10.7%
Cc1c(C(=O)N2CCCCC2)nnn1-c1nonc1N,5.8%,4.9%,7.1%,0.6%,36.6%[59 µM],1.6%,1.9%,-3.0%,2.1%
COc1cc2c(ccc3cc(OC)c(OC)c(O)c32)cc1O,10µM*,7.94µM*,1.41µM*,0.708µM*,?,7.08µM*,3.16µM*,25.1µM*,?
N=C1/C(=C\c2coc3ccccc3c2=O)C(=O)N=C2SC(c3ccncc3)=NN12,56.2µM*,7.94µM*,?,-3.2%,?,?,2.82µM*,?,?
O=C(O)COc1ccccc1/C=N/NC(=O)CSc1nnc(-c2ccc(Cl)cc2)n1C1CCCCC1,-8.2%,-3.5%,-0.2%,?,-0.3%,-15.9%,-17.3%,-0.6%,21.0%
CCCc1nn2c(=O)cc(CSCC(=O)Nc3ccccc3OC)nc2s1,-4.1%,-5.8%,-10.9%,-0.7%,12.7%,?,-11.2%,-0.8%,17.8%
CC1CCCC(C)N1C(=O)COC(=O)c1ccc(O)cc1 (stereo unspecified),6.3%,1.6%,8.9%,0.3%,3.4%,43.0%[activator],-19.8%,-8.5%,8.9%
CCc1cc(=O)oc2c(C)c(OCC(=O)NCCCN3CCOCC3)ccc12,-32.8%,-13.9%,3.5%,74.0%[activator],6.5%,-17.7%,9.2%,10.0%,16.6%
Cc1ccnc(NC(=O)C2CCN(S(=O)(=O)c3ccc4ccccc4c3)CC2)c1,-28.1%,-1.4%,.,10.1%,0.1%[12.7 µM],?,-5.2%,.,17.9%
Cc1ccc(C)c(N2CCN(C(=O)c3cc4c(=O)n(Cc5ccco5)ccc4nc3C)CC2)c1,?,-2.3%,2.2%,.,-36.0%[59 µM],?,-7.7%,-4.9%,4.0%
O=C(NN1C(=O)C2CCCCC2C1=O)c1ccco1 (stereo unspecified),-13.0%,-17.1%,-4.6%,10.1%,.,-12.9%,-29.4%,-4.0%,?

# Assay outcomes: PubChem BioAssay, National Center for Advancing Translational Sciences (NCATS)

# A portion of the library, so the mix of outcomes need not match the whole.
